# H9c2 TAG inh: inhibitors of triacylglycerol accumulation, primary screen, cell-based, uHTS, fluorescence, H9c2; H9c2 cells, Nile Red lipid (TAG) fluorescence; cells loaded with 200 µM oleic acid; inhibition, % at 12.5 µM; hit rate 0.66% among 230,000; AID 651582, 2012;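 active = pattern-corrected inhibition of lipid staining of at least 50% with the nuclear-stain viability signal not falling by more than 50%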;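 also: 0% = DMSO wells and 100% = triacsin C control wells; some results filed as inactive read as strong as hits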
# H9c2 TAG inh DAPI viability: further read-out of H9c2 TAG inh, marked with its call; DAPI nuclei signal change (viability), lower = more cytotoxic, %;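 whole-well DAPI fluorescence read on a plate reader as a viability signal; minus 50 percent equals half of cells still viable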
# Starred values were filed as active, the others as inactive. This is a subset. The share of hits here may be higher or lower than overall.
SMILES,H9c2 TAG inh,H9c2 TAG inh DAPI viability
Cc1n[nH]c(=S)n1/N=C/c1cccc(OCc2ccccc2)c1,-3.4,-3.5
Cc1cc(O)ccc1-c1cc(C(=O)NCc2ccc(F)cc2)[nH]n1,2.1,-4.0
Cc1cc(=O)oc2cc(OC(C)C(=O)N3CCOCC3)c(Cl)cc12 (stereo not given),-6.2,-0.5
CC(C)(C)C(=O)NCCc1nc(-c2ccccc2)no1,-8.8,6.1
COc1ccc(C2/C=C\CN(CC(C)C)CC(=O)N2Cc2ccc(F)cc2)cc1 (stereo not given),-18.2,6.9
Cc1cc(-c2ccccc2)nc(N/N=C/c2ccc(O)cc2)n1,11.3,-3.3
CC(=O)Nc1ccc(-c2csc(Nc3cc(C)ccn3)n2)cc1,0.6,15.9
COc1cccc2c1OCC/C2=N\NC(=O)C(C)Oc1ccc([N+](=O)[O-])cc1 (stereo not given),-5.1,6.7
Cc1cc(NC(=O)CSc2nnc(C3COc4ccccc4O3)n2N)no1 (stereo not given),-1.4,6.6
COc1ccccc1CN1[C@@H](CC(=O)O)c2ccccc2S1(=O)=O,8.2,7.3
CN(CC(=O)Nc1ccc(C(N)=O)cc1)S(=O)(=O)c1ccc2c(c1)OCCO2,-5.8,5.5
O=C(NCCNC1CCC(c2ccccc2)CC1)c1cccs1 (stereo not given),24.0,-9.8
CC1CN(C(=O)CCC(=O)N2CCCCC2)c2ccccc2O1 (stereo not given),-13.3,2.6
CC(NS(=O)(=O)c1ccccc1)c1n[nH]c(=S)n1-c1ccccc1 (stereo not given),7.4,3.5
Cc1ccc(S(=O)(=O)NCCC(=O)NCCSc2ccc(Br)cc2)cc1,-2.4,2.6
O=C(NNS(=O)(=O)c1ccc(Cl)cc1)c1cccs1,19.4,-1.6
O=C(NN=Cc1ccc(OC(F)F)cc1)c1ccc(NS(=O)(=O)c2cccs2)cc1,13.0,-2.1
CN(CC1CCOCC1)C(=O)CC1C(=O)NCCN1CC1CCCCC1 (stereo not given),-1.1,3.4
COc1cc(C(=O)NCCC(=O)N2CCN(C)CC2)cc(OC)c1OC,-2.1,-8.7
COCCNC(=O)CN(C(=O)CCC(=O)Nc1cc(C)on1)c1cccc(C)c1C,8.1,-3.0
Cc1ccc(/C=C/c2ccc(=O)n(Cc3ccc(F)cc3)n2)cc1,-0.9,3.7
COc1cc2nc(CSc3ncn[nH]3)[nH]c(=O)c2cc1OC,5.4,-6.2
CCCCc1ccc(S(=O)(=O)NCCCN2CCCC2=O)cc1,-19.8,5.3
CCOC(=O)c1sc(NC(=O)CSC(=S)N2CCN(C)CC2)nc1C,-3.6,1.2

# Record cards, as listed above. Order of screens: H9c2 TAG inh, H9c2 TAG inh DAPI viability
# `O=C(NN=Cc1ccc(OC(F)F)cc1)c1ccc(NS(=O)(=O)c2cccs2)cc1` as listed: 13.0, -2.1
# `COc1cc2nc(CSc3ncn[nH]3)[nH]c(=O)c2cc1OC` as listed: 5.4, -6.2
# `CCOC(=O)c1sc(NC(=O)CSC(=S)N2CCN(C)CC2)nc1C` as listed: -3.6, 1.2
# `COCCNC(=O)CN(C(=O)CCC(=O)Nc1cc(C)on1)c1cccc(C)c1C` as listed: 8.1, -3.0
# `CN(CC1CCOCC1)C(=O)CC1C(=O)NCCN1CC1CCCCC1` (stereo not given) as listed: -1.1, 3.4

# (next part)
SMILES,H9c2 TAG inh,H9c2 TAG inh DAPI viability
CC(C)COC(=O)N1CCCCC1c1cc(C(=O)NC(C)C)no1 (stereo not given),5.9,-3.8
CCOC(=O)c1cnc(SCC(=O)NCc2ccco2)nc1N,-9.1,6.3
Cc1nc2ccccc2c(=O)n1NC(=O)c1ccc([N+](=O)[O-])cc1Cl,2.3,1.3
NNc1nc2sc3c(c2c(=O)n1Cc1ccccc1)CCC3,15.9,-14.0
COc1cc2nc(NC(=O)c3ccc(Cl)cc3)[nH]c(=O)c2cc1OC,-0.7,-1.3
CC(C)CNC1CS(=O)(=O)CC1O (stereo not given),-2.1,-1.4
CCOc1ccccc1CNC(=O)CCNC(=O)Cn1ccc2ccccc2c1=O,-9.8,-4.7
Cc1nc(C2COc3ccccc3O2)sc1C(=O)O (stereo not given),5.8,-11.0
Cc1cccc(C(=O)O)c1NC(=O)Cc1cccc2ccccc12,0.4,-9.5
COc1ccc(NC(=O)CSc2nnc(COc3ccccc3)n2Cc2ccco2)cc1OC,0.1,7.4
CCC(C)N1CC23C=CC(O2)C(C(=O)OC)C3C1=O (stereo not given),2.3,-8.1
CCn1cc(S(=O)(=O)CC(=O)Nc2ccc3c(c2)OCCO3)c2ccccc21,6.3,-2.4

# Looked up above:
# `COc1ccc(NC(=O)CSc2nnc(COc3ccccc3)n2Cc2ccco2)cc1OC` – H9c2 TAG inh: 0.1
# `CCn1cc(S(=O)(=O)CC(=O)Nc2ccc3c(c2)OCCO3)c2ccccc21` – H9c2 TAG inh: 6.3
# `NNc1nc2sc3c(c2c(=O)n1Cc1ccccc1)CCC3` – H9c2 TAG inh: 15.9

# Next part:
SMILES,H9c2 TAG inh,H9c2 TAG inh DAPI viability
CC(=O)OCC1(C)CN(c2ccccc2)NC1=O (stereo not given),14.7,-7.2
COc1ccccc1CNC(=O)CSc1nc2ccccc2c(=O)n1CCCN1CCOCC1,7.1,-2.9
O=C(NC(Cc1ccccc1)C(=O)N1CCCCCC1)c1ccccc1 (stereo not given),9.3,-1.2
Cc1ccc(CN2C(=O)c3ccccc3C2C(=O)NCC2CCCO2)cc1 (stereo not given),-17.1,7.3
CCCCC(=O)Oc1cc(C)[nH]c(=O)c1[N+](=O)[O-],-4.4,-1.6
COc1ccccc1C(=O)CN1C(=O)NC2(CCc3ccccc32)C1=O (stereo not given),4.2,-5.9
O=C(Nc1cccc([N+](=O)[O-])c1)Nc1ccc2c(c1)OCCO2,1.7,-3.3
Cc1cc(C)c(NC(=O)CNC(=O)[C@@H]2CCCN2C(=O)c2cccs2)c(C)c1,13.0,-1.8
COc1cccc(C2CC(c3cccs3)=NN2C(=O)CSc2nc3ccccc3s2)c1OC (stereo not given),38.1,-2.6
Cc1ccc(CNC(=O)Nc2ccccc2)cc1,-36.9,2.5
O=C(c1ccccn1)N1CCN(S(=O)(=O)c2cccc(Br)c2)CC1,-3.7,0.4
CC(C)(C)C(=O)Nc1ccccc1N1CCN(C(=O)c2ccc(Cl)cc2)CC1,16.3,7.3
CN(CC(=O)Nc1cccc(F)c1)C(=O)Cn1cnc2c1c(=O)n(C)c(=O)n2C,4.5,-1.5
CCOc1ccc(-n2c(=O)c3c4c(sc3n(CC(=O)NCc3ccco3)c2=O)CCC4)cc1,-5.3,-1.7
O=C(Cc1cccc2ccccc12)OCn1nnc2ccccc2c1=O,-7.1,-4.2
COc1ccc(-c2cc(=O)c3cc(OC)ccc3[nH]2)cc1,-6.0,1.5
CCOC(=O)CNC(=O)C(CC(C)C)NC(=O)C1CCCCC1 (stereo not given),0.7,9.8
Cc1cc(C)n(-c2nc(NCCN(C)C)c3c4c(sc3n2)CCCC4)n1,128.5,-59.0
O=C(NCCC(=O)N1CCN(S(=O)(=O)c2ccccc2F)CC1)Nc1ccccc1,-23.4,-2.6
O=C(Nc1ccccc1Cl)c1cc(C2CCCCN2C(=O)OCCF)on1 (stereo not given),-26.6,13.5
Cc1ccc(S(=O)(=O)N2CCCCC2)cc1NC(=O)CCCOc1ccccc1,3.1,-3.7
COc1ccc(Br)cc1C(=O)Nc1cccc(C)c1,2.4,-5.9
COc1ccc(OCCCC(=O)N(C)CC(=O)Nc2c(C)cccc2C)cc1,7.5,-3.3
CN(/N=C/c1ccc2c(c1)OCO2)c1nc(N2CCOCC2)nc(N2CCOCC2)n1,32.8,-17.4
Cc1cc(NC2=CC(=O)C(=O)c3ccccc32)no1,-10.4,7.0
CC(=O)/C(=N/Nc1ccc(Br)cc1)N1CCCc2ccccc21,9.2,-11.2
NCCN1CCN(S(=O)(=O)c2ccc([N+](=O)[O-])cc2)C=C1c1ccc(Cl)cc1,20.8,-3.7
COc1cccc(C(C(=O)NC(C)(C)C)N(C(=O)CCC(=O)Nc2cc(C)on2)C(C)(C)C)c1OC (stereo not given),-15.6,4.7
CCCCCC(O)(CCCCC)C(=O)NNc1ccccc1,-9.7,10.0
Cc1nc(-c2ccccc2)nn1-c1ccc([N+](=O)[O-])cc1,-3.7,0.3
O=[N+]([O-])c1ccc2[nH]c3c(c2c1)CCCC3O (stereo not given),-2.6,6.4
CC12CCC(=O)N1C(C(=O)Nc1nc(-c3cc(F)ccc3F)cs1)CS2 (stereo not given),1.9,4.1
CCOc1ccc(S(=O)(=O)N2CCC(C(=O)NC3CCCC3)CC2)cc1,8.6,2.4
CSc1ccc(S(=O)(=O)N2CCCC2)cc1,-10.1,3.2
O=C(/C(=N/O)c1ccccc1)c1ccccc1,-11.2,-5.2
CC(C)NS(=O)(=O)c1ccc(OCC(=O)NC(C)c2ccccc2)cc1 (stereo not given),0.7,-4.0
C=CCn1c(SCC(=O)Nc2cccc(OC)c2)nnc1-c1cccnc1,0.9,1.8
CCn1cc(CNC(=O)C2CCC(=O)N(C3CCCCCC3)C2)cn1 (stereo not given),11.8,-5.8
Cc1ccccc1NC(=O)COc1coc(CN2CCN(Cc3ccccc3)CC2)cc1=O,-2.9,-0.8
Cc1cc(C)c(Nc2n[nH]c(=S)s2)cc1C,0.7,-10.2
COc1cccc(Nc2nc3ccccc3nc2-n2nc(C)cc2C)c1,-9.0,82.2
Cn1nc(C(=O)Nc2c(-c3ccccc3)nc3sccn23)c2ccccc2c1=O,12.6,-6.4
O=C(O)c1ccc([N+](=O)[O-])cc1Sc1ccsc1,-10.5,-1.8
O=C(CSc1ncn[nH]1)c1ccccc1,-1.8,-4.6
Cc1cc(=O)oc2cc(OCC(=O)OCc3nnc(-c4ccccc4)o3)ccc12,-3.9,5.7
CC(=O)Nc1ccc(OC(=O)CC2SC(=O)NC2=O)cc1 (stereo not given),-6.2,2.1
NC(c1ccccc1)c1csc(NC(=O)Nc2cccc(C(F)(F)F)c2)n1 (stereo not given),37.7,-28.7
COc1ccccc1NC(=O)COC(=O)CCS(=O)(=O)c1ccc(C)cc1,26.5,-0.9
Cc1nn(C(=O)c2ccc([N+](=O)[O-])cc2)c(C)c1Br,0.4,-10.3
COC(=O)c1ccc(C(=O)OC)c(NC(=O)C2CC(=O)N(C3CCCC3)C2)c1 (stereo not given),-8.7,1.1
COCc1nnc(NC(=O)c2ccc(OC)cc2OC)s1,-1.6,-8.5
CCn1c(NCCO)nc2c(c1=O)C(C)(CC)Cc1ccccc1-2 (stereo not given),-1.4,17.3
CN(C)CCCNC(=O)C[C@H]1C[C@H](C(=O)N2CCCCC2)[C@@]2(C)c3[nH]c4cc(-c5ccco5)ccc4c3CCN2C1=O,57.8*,-38.8*
Cc1cc(NC(=O)CCC(=O)N(CC2CCCO2)C(C(=O)NC2CCCC2)c2ccccc2C)no1 (stereo not given),9.3,-6.4
Nc1ncncc1-c1ccc(F)cc1,-0.6,-0.6
CCOC(=O)C(CC)Sc1nnc(COc2ccc(C)cc2)n1-c1ccccc1 (stereo not given),-34.0,15.1
O=[N+]([O-])c1ccc(C[n+]2cccc3c4ccccc4ccc32)cc1,-17.1,38.0
O=C(NNS(=O)(=O)c1ccc(F)cc1F)C1Cc2c(ccc3ccccc23)O1 (stereo not given),-6.1,-5.4
COc1ccc(Cl)cc1NC(=O)C1COc2ccccc2O1 (stereo not given),4.4,-9.1
Cc1ccc(NC(=O)Cn2c(C)csc2=O)cc1,0.4,-9.5
# Carrying on:
SMILES,H9c2 TAG inh,H9c2 TAG inh DAPI viability
CC(NC(=O)c1ccco1)C(=O)OCc1cccc(C(F)(F)F)c1 (stereo not given),3.1,-0.3
CN(C)C(=O)CCc1ccc2c3c([nH]c2c1)[C@]1(C)[C@@H](C(=O)N2CCCCC2)C[C@H](CC(=O)NCC24CC5CC(CC(C5)C2)C4)C(=O)N1CC3,24.4,10.6
O=C(O)c1ccc(NS(=O)(=O)c2ccc3c(c2)C(=O)c2cc(S(=O)(=O)Nc4ccc(C(=O)O)cc4)ccc2-3)cc1,9.9,-4.1
COCCNc1nc(NCc2ccc(C)cc2C)c2sccc2n1,-19.1,4.7
COc1ccc(OC)c(-n2c(-c3cccc(S(=O)(=O)N(C)C)c3)n[nH]c2=S)c1,-22.7,0.0
CC1CCCCN1C(=O)C1CCCCN1S(=O)(=O)c1cccc([N+](=O)[O-])c1 (stereo not given),-6.0,0.4
c1ccc2c(c1)CNc1ccccc1C2,0.2,4.7
Cc1cc(NC(=O)CSCC(=O)Nc2cc(C(F)(F)F)ccc2N2CCOCC2)no1,12.3,-3.5
Cn1c(Cc2ccccc2)[n+](C)c2ccccc21,15.0,-12.5
COc1ccccc1OCC(O)Cn1c(Br)nc2c1c(=O)[nH]c(=O)n2C (stereo not given),-14.5,6.5
CCOC(=O)C(c1ccccc1)C(Nc1ccccc1)c1ccccn1 (stereo not given),-0.9,-2.4
O=C(Nc1ccccc1F)c1ccc(S(=O)(=O)N2CCCCCC2)cc1,-0.7,-4.8
CC(C)NC(=O)C1(C)CCCN1C(=O)c1ccc2c(c1)C(C)(C)CCC2(C)C (stereo not given),2.4,-3.9
CC1CCN(C(=O)Cn2cc3c(n2)CCCC3)CC1,-8.1,1.3
CC(C)OCC(O)Cn1c(N2CCCC2)nc2c1c(=O)n(C)c(=O)n2C (stereo not given),10.6,-5.3
C=CCNC(=O)NC(=O)COC(=O)COc1ccc(Br)cc1F,-13.0,-2.4
Cc1cc(C)cc(OCC(=O)NNC(=O)CCN2C(=O)c3ccccc3C2=O)c1,2.4,6.6
CN(C(=O)COc1ccc(S(=O)(=O)N2CCOCC2)cc1[N+](=O)[O-])C1CCS(=O)(=O)C1 (stereo not given),-5.8,-0.3
OCCC1CN(Cc2ccon2)CCN1Cc1ccc(F)c(F)c1 (stereo not given),3.0,-4.5
CN1C(=O)c2ccc(NC(=S)NC(=O)C(C)(C)C)cc2C1=O,-5.3,1.6
Cc1ccc(CN(Cc2ccco2)S(=O)(=O)c2ccc(S(=O)(=O)NCC3CCCO3)cc2)cc1 (stereo not given),-14.6,5.0
